Compound activity from PubChem.
Lipid droplet = hepatic lipid droplet formation modulation; 240,000 tested, 0.4% active; AID 1656; inhibition, % at 6.5 µM; AML12 mouse hepatocytes, oleate lipid droplets, BODIPY imaging;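 active = lipid droplet intensity inhibited by at least 50%, with more than 500 cells counted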
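Material – mouse AML12 hepatocyte cell line, fixed after treatment · Compound dosing – one dose, 6.5 µM compound · Times – compound with oleate, overnight · Measured by – Image-based BODIPY and DAPI two-channel analysis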
Lipid droplet cells 6.5 µM = recorded beside Lipid droplet, whose call it bears; cell count; measured here: cell count, cytotoxicity flag;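 cells counted across two imaged fields per well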
Numbers without * were called inactive. These rows are one share of the data. The share of hits here may be higher or lower than overall.

SMILES	Lipid droplet	Lipid droplet cells 6.5 µM
CN(CC(=O)N1CCN(c2ccccc2)CC1)C1CCCc2ccccc21 (configuration not stated)	-16.8	762
Cc1cc(C)n(CCN(C)C(=O)C2CCC(=O)N(CCc3cccc(F)c3)C2)n1 (configuration not stated)	-0.8	707
COc1ccc(CCN2CC(C(=O)N(C)Cc3c(C)n[nH]c3C)CCC2=O)cc1 (configuration not stated)	-25.2	546
COc1cccc(CN2CCNC(=O)C2CC(=O)NCCN2CCOCC2)c1OC (configuration not stated)	-7.7	701
COc1ccc(OC)c(CCNC(=O)C(C)n2nc(C)c3c(C)n(-c4ccccc4)nc3c2=O)c1 (configuration not stated)	42.4	675
Cc1ccccc1NC(=O)CSc1nnc(NC(=O)c2ccco2)s1	-1.8	772
C/C(=N/NC(=O)CNC(=O)COc1cccc(C)c1)c1ccc(Cl)cc1	-23.8	674
CC1CC(C)CN(S(=O)(=O)c2ccc(NC(=O)CN3C(=O)NC(C)(c4ccccc4)C3=O)cc2)C1 (configuration not stated)	-2.3	835
CC(C)C[C@@H](NC(=O)C1CCC(CNC(=O)[C@H](Cc2ccccc2)NC(=O)OC(C)(C)C)CC1)C(=O)O (some centres not stated)	7.4	751
OC1(Cc2cc(-c3ccccc3)no2)CCN(CCCc2ccccc2)CC1	12.6	809
COc1ccc(N(CC(=O)NCCSc2ccccn2)S(=O)(=O)c2ccccc2)cc1Cl	-40.8	718
COc1ccccc1CC(=O)NCCc1c[nH]c2ccccc12	-17.6	865
COc1ccc(CN2C(=O)c3cccnc3C2=O)cc1S(=O)(=O)N1CC(C)Oc2ccccc21 (configuration not stated)	21.2	722
COc1ccc2cc(CCNC(=O)c3ccco3)c(=O)[nH]c2c1	5.7	893
COc1cc(/C=C2/C(=N)N3C(=NC2=O)SN=C3S(=O)(=O)C(C)C)ccc1OS(=O)(=O)c1ccccc1	15.4	646
CCN1CCSc2ccc(C(=O)NCc3cccc(Br)c3)cc21	-1.0	739
Cc1c(C(=O)Nc2cccc([N+](=O)[O-])c2)sc2ncn(CC(=O)N3CCOCC3)c(=O)c12	-29.0	698
CCCCOP(=O)(OCCCC)C(Nc1ccc(C(=O)OCC)cc1)c1ccncc1 (configuration not stated)	-5.0	836
COc1ccc(C2NS(=O)(=O)OCC2C)cc1 (configuration not stated)	-0.2	780
CCCCN(CCCC)CCCNC(=O)CN1C(=O)COc2ccc(S(=O)(=O)N3CCC(C)CC3)cc21	10.1	789
COc1ccc(N(CC(=O)NC2CCCCC2)C(=O)CCC(=O)Nc2nc(C)cs2)cc1	1.5	805
CCOCCn1c(N2CCCC2)nc2c1c(=O)n(C)c(=O)n2C	-1.1	795
COc1ccc(S(=O)(=O)N2CCC(C(=O)NCc3ccco3)CC2)cc1C	8.4	843
COc1cccc(CN2CC(C(=O)NCCn3cccn3)CCC2=O)c1 (configuration not stated)	-1.7	687
COc1ccc(CCN(C)C(=O)Cc2ccc(-c3ccccc3)cc2)cc1OC	6.8	473

Already shown: entries from further up.
SMILES	Lipid droplet	Lipid droplet cells 6.5 µM
CC(C)C[C@@H](NC(=O)C1CCC(CNC(=O)[C@H](Cc2ccccc2)NC(=O)OC(C)(C)C)CC1)C(=O)O (some centres not stated)	7.4	751
OC1(Cc2cc(-c3ccccc3)no2)CCN(CCCc2ccccc2)CC1	12.6	809
COc1ccc(N(CC(=O)NCCSc2ccccn2)S(=O)(=O)c2ccccc2)cc1Cl	-40.8	718
COc1ccccc1CC(=O)NCCc1c[nH]c2ccccc12	-17.6	865
COc1ccc(CN2C(=O)c3cccnc3C2=O)cc1S(=O)(=O)N1CC(C)Oc2ccccc21 (configuration not stated)	21.2	722
COc1ccc2cc(CCNC(=O)c3ccco3)c(=O)[nH]c2c1	5.7	893
COc1cc(/C=C2/C(=N)N3C(=NC2=O)SN=C3S(=O)(=O)C(C)C)ccc1OS(=O)(=O)c1ccccc1	15.4	646
CCN1CCSc2ccc(C(=O)NCc3cccc(Br)c3)cc21	-1.0	739
Cc1c(C(=O)Nc2cccc([N+](=O)[O-])c2)sc2ncn(CC(=O)N3CCOCC3)c(=O)c12	-29.0	698
CCCCOP(=O)(OCCCC)C(Nc1ccc(C(=O)OCC)cc1)c1ccncc1 (configuration not stated)	-5.0	836
COc1ccc(C2NS(=O)(=O)OCC2C)cc1 (configuration not stated)	-0.2	780
CCCCN(CCCC)CCCNC(=O)CN1C(=O)COc2ccc(S(=O)(=O)N3CCC(C)CC3)cc21	10.1	789
COc1ccc(N(CC(=O)NC2CCCCC2)C(=O)CCC(=O)Nc2nc(C)cs2)cc1	1.5	805
CCOCCn1c(N2CCCC2)nc2c1c(=O)n(C)c(=O)n2C	-1.1	795
COc1ccc(S(=O)(=O)N2CCC(C(=O)NCc3ccco3)CC2)cc1C	8.4	843
COc1cccc(CN2CC(C(=O)NCCn3cccn3)CCC2=O)c1 (configuration not stated)	-1.7	687

Following part
SMILES	Lipid droplet	Lipid droplet cells 6.5 µM
Cc1cc(C(=O)Nc2ccc(F)c(Cl)c2)on1	21.7	854
CC(OCC(O)CN1CCCCC1CCO)c1ccc(Cl)cc1 (configuration not stated)	-18.4	709
O=C(CCNS(=O)(=O)c1ccc(Br)cc1)Nc1cccc(F)c1	-17.9	805
O=C(O)CCCCCNc1nc(-c2ccccc2)nc2ccccc12	3.2	866
COc1ccc(CN(C)C(=O)CNC(=O)Cc2cccc3ccccc23)c(OC)c1OC	52.8*	666*
CCc1ccccc1N(CC(=O)NC(C)c1ccccc1)S(C)(=O)=O (configuration not stated)	-17.0	779
Cc1ccc(NC(=O)NCCN2CCCCC2)cc1C	6.2	808
CCOc1cccc2sc(N(CCN(C)C)C(=O)CCS(=O)(=O)c3ccccc3)nc12	-6.5	676
Cc1cccc(CCNC(=O)C2CCN(S(=O)(=O)N3CCOCC3)CC2)c1	-2.8	687
COC(=O)c1ccc(OC)c(NS(=O)(=O)c2ccc(-n3cnnn3)cc2)c1	12.5	815
CCCCN(CC)CCNC(=O)Cn1cc2c(n1)-c1c(oc(C(=O)N3CCCC3)c1C)CC2	15.8	694
CCOc1ccc(NC(=O)C2CCCN(S(=O)(=O)c3ccc4[nH]c(=O)ccc4c3)C2)cc1 (configuration not stated)	-8.5	724
COc1ccc(S(=O)(=O)N2CCC(C(=O)NC3CC(C)(C)NC(C)(C)C3)CC2)cc1	-20.7	706
O=[N+]([O-])c1ccc(P(=O)(Cc2ccccc2)c2ccccc2O)cc1 (configuration not stated)	-5.8	408
Cc1ccc(C(=O)NNC(=O)Cc2nc3nc(C)cc(C)n3n2)cc1	9.9	729
CSCC[C@H](NC(=O)c1cccs1)c1nnc2ccccn12	-3.7	777
O=C(CC(C(=O)O)c1ccc(Cl)cc1)c1ccc(Br)cc1 (configuration not stated)	-10.0	811
COc1cccc(NC(=O)c2cccc(N3C(=O)C4CCC(C)CC4C3=O)c2)c1 (configuration not stated)	12.2	825
CN(C)C1CCN(C(=O)c2cccc(OC3CCN(S(=O)(=O)N(C)C)CC3)c2)C1 (configuration not stated)	7.7	670
COc1cc(C(=O)NCCSc2ccccc2)cc(OC)c1OC	-2.4	860
CS(=O)(=O)N(CC(=O)N1CCCCCC1)c1ccc(Cl)cc1	-3.8	809
COc1ccc(-n2nc(C(=O)NCC(=O)N3CCCC(C)C3)c3ccccc3c2=O)cc1Cl (configuration not stated)	6.9	813
Cc1cc(C(=O)N2CCN(c3ccc([N+](=O)[O-])cc3)CC2)c(C)o1	-12.6	847
CC1CCc2cc(F)ccc2N1C(=O)c1cccnc1 (configuration not stated)	-0.5	806
COc1ccc(CCC(=O)N2CCCC(Nc3ccccc3)C2)cc1OC (configuration not stated)	-4.2	835
(further entries)
SMILES	Lipid droplet	Lipid droplet cells 6.5 µM
Cc1ccc([N+](=O)[O-])cc1NC(=O)c1c(-c2ccccc2)noc1C	17.4	690
OC(COCc1ccccc1)CN1CCCCC1 (configuration not stated)	6.8	749
CC(=O)NC12CC3CC(C1)CC(C(=O)N1CCN(S(=O)(=O)c4cccc(F)c4)CC1)(C3)C2	-15.2	824
COc1ccc(C(=O)Nn2c(C)nc3ccccc3c2=O)cc1	-6.9	816
CCOC(=O)C1(CCOc2ccccc2)CCN(Cc2ccc(OCCO)cc2)CC1	-0.7	868
CC(C)CC(=O)c1c[nH]c(C(=O)NCc2ccccc2)c1	-18.8	706
CC(=O)Nc1ccc(NC(=O)CC23CC4CC(CC(C4)C2)C3)cc1	4.2	837
Cc1cc(C(=O)NC2CCN(Cc3ccccc3)CC2)n[nH]1	3.2	737
C/C(=C\c1ccccc1F)C(=O)c1c(C)cc(C)[nH]c1=O	-0.5	840
COc1cc(C(=O)N2CCN(Cc3ccc4c(c3)OCO4)CC2)c([N+](=O)[O-])cc1OC	-2.3	826
CC(=O)c1cccc(NC(=O)CSc2nnc(C(C)N(C)C)n2Cc2ccccc2)c1 (configuration not stated)	-15.6	771
CC1CC(C)CN(CCCNC(=O)Cn2ncc3c([nH]c4ccccc43)c2=O)C1 (configuration not stated)	-23.8	740
CC(C)N(C(=O)CSc1nc(Cc2ccccc2)nc2ccccc12)C(C)C	-27.6	812
Cc1ccc(CNC(=O)CSc2nnc3c(n2)[nH]c2ccccc23)cc1	7.3	774
CCC1C(=O)NCCN1C(=O)c1cccc(OC2CCN(S(=O)(=O)N(C)C)CC2)c1 (configuration not stated)	-0.8	749
CC(Oc1ccccc1)c1nnc(SCC(=O)NC2CC2)n1C (configuration not stated)	30.4	817
Cc1cc(C)c(NC(=O)CSc2nc3ncc(Br)cc3[nH]2)c(C)c1	13.3	718
Cc1ccc2cc(C#N)c(N3CCN(C(=O)c4cccs4)CC3)nc2c1	-6.0	831
O=C(N/N=C/c1ccccc1O)NC12CC3CC(CC(C3)C1)C2	-5.8	821
COC(=O)c1c(C(=O)OC)c(-c2cccc(F)c2)n2c1CS(=O)(=O)C2	17.1	862
CCOc1ccc(/C=N/NC(=O)c2cccc3ccccc23)c(OCC)c1	0.1	874
COc1ccc(C(=O)Nc2ccc(OCC(=O)N3CCOCC3)cc2)c(OC)c1OC	10.9	881
COCCCN1C(=O)N(c2ccc(F)cc2)C(=O)C1CC(=O)Nc1ccccc1 (configuration not stated)	-1.5	836
COC(=O)CSc1nnc(COc2ccc3ccccc3c2)o1	-0.8	824
O=C(Nc1ccccc1C(F)(F)F)c1cc2ccccc2o1	6.7	812
Additional results
SMILES	Lipid droplet	Lipid droplet cells 6.5 µM
COc1cc2c(cc1OC)CN(C(=O)/C=C/c1cccc([N+](=O)[O-])c1)CC2	2.6	776
COc1ccccc1NC(=O)c1ccc2c(c1)N(CC#N)C(=O)C(C)(C)O2	-19.6	788
CN(Cc1ccco1)C(=O)Cn1cc(S(=O)(=O)N2CCCC2)c(S(=O)(=O)N2CCCC2)c1	10.4	712
CC(=O)c1ccc(N2CCN(C(=O)c3ccc(-c4ccccc4)cc3)CC2)cc1	10.1	752
O=C(Nn1cnnc1)c1ccc(F)cc1	-13.4	615
COc1ccc(CCNC(=O)CSc2n[nH]c(N)n2)cc1	-1.9	810
O=[N+]([O-])c1ccccc1S(=O)(=O)Nc1cccc2cccnc12	-24.0	836
CC1=NN(c2ccc(C(=O)O)cc2)C(=O)CC1	4.4	801
O=C(CN1C(=O)C2CC=CCC2C1=O)Nc1ccc(Br)cc1 (configuration not stated)	-4.0	710
C=C(C)[C@@H]1CC=C(CN2CCN(Cc3ccccc3)CC2)CC1	2.4	748
O=C(CSc1ccc2nnc(CCNC(=O)c3ccc(F)cc3)n2n1)NCC1CCCO1 (configuration not stated)	-3.5	693
CC(C)c1ccc(NC2CCCN(C(=O)CCN3CCCO3)C2)cc1 (configuration not stated)	-1.7	714
COc1ccc(NC(=O)N2CCc3ccccc3C2)cc1	-0.7	811
O=C(N/C(=C/c1cccc([N+](=O)[O-])c1)C(=O)N1CCCCCC1)c1ccco1	23.0	766
CCOC(=O)c1c(C)[nH]c(C)c1S(=O)(=O)N(C)CC(=O)Nc1ccc(C)cn1	-20.7	731
Cc1n[nH]c(C)c1CN(C)C(=O)C1CCC(=O)N(CC2CCCCC2)C1 (configuration not stated)	6.6	671
COc1ccc(-n2c(COc3ccc(C)cc3)nnc2SCC(=O)O)cc1	-2.1	787
COc1ccc(OC)c(C(C(=O)NC2CCCCC2)N(C(=O)c2snc(C(N)=O)c2N)c2ccccc2OC)c1 (configuration not stated)	-20.9	799
Cc1ccc(NC(=O)CCNC(=O)c2ccccc2)cc1F	-3.1	840
CCC(C)NC(=O)c1ccc2c(c1)S(=O)(=O)c1ccccc1C2=O (configuration not stated)	8.3	728
COc1ccc(S(=O)(=O)Nc2ccc(Cc3ccncc3)cc2)cc1C	-2.4	733
CCCn1c2ccccc2c2cnn(CC(=O)NC3CCC(C)CC3)c(=O)c21 (configuration not stated)	17.5	690
CCCN1CCc2c(sc(NC(=O)Cc3ccc(F)cc3)c2C(N)=O)C1	13.6	776
COc1ccccc1-c1coc2c(CN3CCCCC3C)c(O)ccc2c1=O (configuration not stated)	-2.9	798
COCC1CCN(C(=O)c2cc(COc3cccc4cnccc34)on2)CC1	11.3	660
Remaining list, next part:
SMILES	Lipid droplet	Lipid droplet cells 6.5 µM
Cc1cc(C)c(S(=O)(=O)c2ccccc2C(C)C)c(=O)[nH]1	-14.2	756
O=C(O)c1ccc(CNC(=O)c2ccc3c(c2)C(=O)N(Cc2cccnc2)C3=O)cc1	3.9	714
CC1Oc2ccccc2N(CC(=O)NC2CC2)C1=O (configuration not stated)	-6.0	800
COc1ccc(C(=O)NC(C)CCc2ccccc2)c(O)c1 (configuration not stated)	5.6	877
O=C(Nc1cc([N+](=O)[O-])ccc1F)c1ccc2ccccc2c1	-10.2	795
CCOc1ccc(NC(=O)C/C(C)=N/NC(=O)Cc2cccs2)cc1	9.7	807
Cc1cccc(CS(=O)(=O)Cc2ccc(C(=O)NC3CCCC3)o2)c1	-1.6	669
CCOCCn1cnc2sc(C(=O)NCCCN3CCOCC3)c(C)c2c1=O	-7.0	709
